Assay outcomes as filed in PubChem.
JMJD2A Tudor inh: qHTS Assay for Inhibitors of JMJD2A-Tudor Domain; Lysine-specific demethylase 4A (Homo sapiens), O75164; AlphaScreen JMJD2A-Tudor / H3K4me3 peptide binding; Potency, µM (highest dose often 114 µM), without a hit: at the highest dose activity change, negative = inhibition, most hits filed as inhibitors; 390,000 compounds, 4.4% hits; note: potency is the fitted concentration of half-maximal effect; % is set by controls: 0 for no effect and ±100 for the full control effect; nearly all actives have a fitted effect of over 50% in size
Pin1 inhibitor: qHTS Assay to Find Inhibitors of Pin1. 390,000 compounds, 0.009% hits. Peptidyl-prolyl cis-trans isomerase NIMA-interacting 1 (Homo sapiens), Q13526. Potency, µM (series often up to 115 µM), for inactives: top-dose activity, negative = inhibition, actives largely listed as inhibitors. Pin1 FP peptide displacement, HiFluor488, 10 min; active = well fitted inhibition curve with a large enough effect in the polarisation, with a control signal flat, not every such curve was filed as active; inconclusive = small, poorly fitted or top-dose-only effect, or effect the other way, or a change in a side signal; inactive = no such curve, though single readings can be large or run the other way; the % refers to the polarisation; note: potency is the fitted concentration of half-maximal effect; % is set by controls: 0 for no effect and ±100 for the full control effect
BAZ2B block: qHTS Assay for Inhibitors of BAZ2B; Bromodomain adjacent to zinc finger domain protein 2B (Homo sapiens), Q9UIF8; AlphaScreen BAZ2B-H3K14Ac peptide displacement; Potency, µM (titrated, usually from 114 µM), for the others: at the top dose activity change, negative = inhibition, most hits filed as inhibitors; 360,000 compounds, 4.4% hits; note: potency is the fitted concentration of half-maximal effect; % is set by controls: 0 for no effect and ±100 for the full control effect; nearly all actives have a fitted effect of over 60% in size
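Protein-peptide AlphaScreen: BAZ2B 50 nM, b-H3K14Ac 50 nM, 1x PBS pH 7.4 + 0.01% Tween-20. Preincubation 30 min RT; cpd 30 min RT (top 110 uM); beads 20 min RT, light-protected.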
PI4K2A inh: qHTS for small molecular inhibitors of PI4K2A; activity change, negative = inhibition, % at 76.9 µM; 420,000 compounds, 0.13% hits; Phosphatidylinositol 4-kinase type 2-alpha (Homo sapiens), Q9BTU6; purified PI4K2A, ADP-Glo luminescence, 1 h; hits give low values; in the data active = activity change below about -50%; inconclusive = mostly about -30% to -49%;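 note: -100% = wells without enzyme as full effect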
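Compounds are screened against recombinant PI4K2A using PI as substrate and ATP, the latter dispensed at 300 microM. Reactions run one hour at ambient temperature before ADP-Glo detection; full inhibition defined by wells lacking enzyme.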
G9a block: qHTS Assay for Inhibitors of Histone Lysine Methyltransferase G9a | 350,000 compounds, 8.8% hits | AID 504332, 2011 | G9a H3K9 monomethylation, AlphaScreen, 2 h | Histone-lysine N-methyltransferase EHMT2 (Homo sapiens), Q96KQ7 | Potency, µM (series often up to 102 µM), for the others: top-dose activity, negative = inhibition, usual class: inhibitors; note: potency is the fitted concentration of half-maximal effect; % is set by controls: 0 for no effect and ±100 for the full control effect; nearly all actives have a fitted effect of over 75% in size
Target sequence (Q96KQ7 913-1193 limits assumed): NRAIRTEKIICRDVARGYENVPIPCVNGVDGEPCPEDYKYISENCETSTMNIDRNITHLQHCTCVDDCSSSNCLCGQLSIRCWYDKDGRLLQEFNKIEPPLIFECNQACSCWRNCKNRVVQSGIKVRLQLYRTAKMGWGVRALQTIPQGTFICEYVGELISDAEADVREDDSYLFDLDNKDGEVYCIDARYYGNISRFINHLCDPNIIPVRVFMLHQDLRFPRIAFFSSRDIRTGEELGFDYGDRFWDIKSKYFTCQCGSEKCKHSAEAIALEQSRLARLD
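Using a bead-based AlphaScreen, monomethylated H3K9 product from 2 h room-temperature reactions (G9a 20 nM, peptide 500 nM, SAM 20 uM) was detected with 0.5 ug/mL rabbit anti-H3K9me1 antibody.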
GLS inhibitor: qHTS for Inhibitors of Glutaminase (GLS). Potency, µM (titrated, usually from 45.5 µM), for inactives: at the highest dose activity change, negative = inhibition, most hits filed as inhibitors. 410,000 compounds, 0.21% hits. Glutaminase kidney isoform, mitochondrial (Homo sapiens), O94925. GLS enzymatic activity, qHTS titration. AID 624170, 2012; note: potency is the fitted concentration of half-maximal effect; % is set by controls: 0 for no effect and ±100 for the full control effect
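Read-out is an Amplex red fluorescence increase coupled through glutamate oxidase and HRP, measured before and after 30 min room-temperature incubation. hKGA is in 45 mM KH2PO4 (pH 8.2) with 0.02% Tween-20; glutamine added as 1mM solution.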
Tb PGK inh: qHTS Assay to Find Inhibitors of Phosphoglycerate Kinase. Potency, µM (highest dose often 57.5 µM), for inactives: at the highest dose activity change, negative = inhibition, actives largely listed as inhibitors. Phosphoglycerate kinase, glycosomal (Trypanosoma brucei brucei), P07378. PGK/GAPDH coupled, Kinase-Glo luminescence, 60 min. 380,000 compounds, 0.043% hits; note: potency is the fitted concentration of half-maximal effect; % is set by controls: 0 for no effect and ±100 for the full control effect; nearly all actives have a fitted effect of over 60% in size
Target sequence (P07378 whole entry, looked up): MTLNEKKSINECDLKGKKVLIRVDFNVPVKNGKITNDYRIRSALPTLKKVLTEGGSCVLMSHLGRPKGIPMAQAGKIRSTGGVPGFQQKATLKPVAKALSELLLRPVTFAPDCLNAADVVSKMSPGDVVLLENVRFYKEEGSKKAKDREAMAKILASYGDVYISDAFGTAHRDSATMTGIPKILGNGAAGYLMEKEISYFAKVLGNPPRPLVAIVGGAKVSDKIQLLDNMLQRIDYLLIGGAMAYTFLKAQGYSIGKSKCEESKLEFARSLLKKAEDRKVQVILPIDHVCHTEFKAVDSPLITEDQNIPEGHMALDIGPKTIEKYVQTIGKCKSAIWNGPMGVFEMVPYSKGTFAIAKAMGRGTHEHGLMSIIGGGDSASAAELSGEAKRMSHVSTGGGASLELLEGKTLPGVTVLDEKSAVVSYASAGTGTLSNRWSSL
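Luminescent ATP detection (Kinase-Glo Plus) follows a 60-minute room-temperature incubation, with wells lacking PGK as controls. Buffer: 100 mM TEA (pH 7.6), 5 mM MgCl2, 0.01% Tween-20. Coupling enzyme GAPDH (100 nM final) supplies unstable 1,3-BPG in-well.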
HP1b binding inh: HTS for Inhibitors of HP1-beta Chromodomain Interactions with Methylated Histone Tails | Chromobox protein homolog 1 (Homo sapiens), P83916 | AlphaScreen HP1-beta / biotin-H3K9me3 peptide binding | Potency, µM (doses to about 114 µM), inactives show at the top dose activity change, negative = inhibition, most hits filed as inhibitors | 390,000 compounds, 0.56% hits; note: potency is the fitted concentration of half-maximal effect; nearly all actives have a fitted effect of over 70% in size; inactives centre near 23
Target sequence (P83916 whole entry, looked up): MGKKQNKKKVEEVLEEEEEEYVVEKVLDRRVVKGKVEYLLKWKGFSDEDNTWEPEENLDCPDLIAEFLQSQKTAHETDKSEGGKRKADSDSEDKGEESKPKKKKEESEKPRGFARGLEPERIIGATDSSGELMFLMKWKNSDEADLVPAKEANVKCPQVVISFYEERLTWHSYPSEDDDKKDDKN
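AlphaScreen: HP1-beta (50 nM) preformed 30 min with biotin-H3(1-18)K9me3 peptide (50 nM) in PBS pH 7.4, 0.01% Tween-20. Compound added for 30 min at RT, then streptavidin donor/nickel chelate acceptor beads (10 ug/mL) for 30 min.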
Pol eta inh: qHTS for Inhibitors of Polymerase Eta | Potency, µM (doses to about 114 µM), without a hit: at the top dose activity change, negative = inhibition, actives largely listed as inhibitors | DNA polymerase eta (Homo sapiens), Q9Y253 | recombinant Pol eta, fluorescent DNA replication assay | AID 588591, 2011 | 390,000 compounds, 1.2% hits; note: potency is the fitted concentration of half-maximal effect; % is set by controls: 0 for no effect and ±100 for the full control effect
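Fluorescent replication assay: 50 nM final substrate added after a 15 min room-temperature compound preincubation with 10 nM enzyme. Signal taken at 0 min and again at 10 min.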
Starred values were filed as active, the others as inactive; i = inactive; ? = inconclusive; / = no result given; & = joins results of further samples; [ ] = another dose, or the depositor's remark. Unless noted, calls come from the whole dose curve; as a rule, active = well fitted curve in the direction sought with a large enough effect; inconclusive = small, poorly fitted or top-dose-only effect, or another doubt; inactive = no such curve, though single readings can be large; an effect the other way counts as inactive or inconclusive. Some of the compounds tested. The share of hits here may be higher or lower than overall.

SMILES	JMJD2A Tudor inh	Pin1 inhibitor	BAZ2B block	PI4K2A inh	G9a block	GLS inhibitor	Tb PGK inh	HP1b binding inh	Pol eta inh
COc1ccc(NS(=O)(=O)c2ccc(O)c(NC(=O)c3cc4c(C)nn(-c5ccc(F)cc5)c4s3)c2)cc1	?	?	-38%	2	-3%[59 µM]	-3%	-17%	5%	20µM*
Cc1ccc(NC(=O)c2sccc2C)cc1S(=O)(=O)N(C)C	-4%	0%	6%	-6	16%[59 µM]	3%	0%	20%	-20%
COc1cc(/C=C2\SC(=Nc3c(C)n(C)n(-c4ccccc4)c3=O)NC2=O)ccc1O	-7%	?	-33%	-3	-18%[59 µM]	-1%	-4%	17%	-9%
CSc1nnc2c3ccccc3n(Cc3ccccc3)c2n1	-10%	0%	-11%	2	-32%[59 µM]	8%	-7%	7%	?
O=C(N1CCOCC1)N(Cc1ccco1)CC1CCCO1 (stereo not drawn)	-13%	1%	6%	3	1%[59 µM]	-3%	0%	16%	-9%
O=S(=O)(NCc1cccnc1)c1cccc2nsnc12	-9%	2%	5%	0	32µM*	3%	-5%	11%	-1%
COc1cccc(NC(=O)[C@@H]2CCCN2S(=O)(=O)c2cccc3cccnc23)c1	-12%	9%	-7%	-2	-6%[2.33 µM]	3%	4%	31%	-5%
O=C1COc2ccc(C(=O)COC(=O)C3CCN(S(=O)(=O)c4cccs4)CC3)cc2N1	-7%	7%	1%	-4	-6%	2%	7%	10%	3%
COc1ccc(C(=O)NCC(C)NC(=O)c2ccc(OC)c(OC)c2)cc1OC (stereo not drawn)	0%	-4%	/	0	/	-2%	0%	7%	-3%
CCC(=O)N1c2ccc(S(=O)(=O)NCc3ccc(F)cc3)cc2CC1C (stereo not drawn)	1%	-1%	/	0	20%[59 µM]	3%	-8%	56%[activator]	-13%
O=C1CCCN1CC1CCCN(Cc2nc(COc3ccccc3)no2)C1 (stereo not drawn)	-6%	-8%	-10%	-3	-5%	-13%	i	36%	-12%
COc1cc(C(=O)Nc2ccc(O)cc2)ccc1OC(C)=O	-6%	2%	6%	1	-1%	36%[activator]	0%	30%[activator]	7%
CC1(NCc2ccc(Cl)cc2)COP(=O)(NCc2ccccc2)OC1 (stereo not drawn)	-17%	-14%	/	2	/	-9%	-1%	25%	-15%
Cc1noc(Cn2c(=O)c3cc4c(cc3n(CC(=O)Nc3ccccc3Br)c2=O)OCO4)n1	-14%	-4%	-21%	-1	-29%[59 µM]	3%	-1%	27%	-1%
COc1cc(OC)cc(C(=O)NC(=S)Nc2nc(-c3cc4ccccc4o3)cs2)c1	-15%	1%	-1%	-6	19%[12.7 µM]	-11%	-2%	23%	-5%
O=C(CN1CCN(c2ccccc2)CC1)Nc1cccc([N+](=O)[O-])c1	-32%	2%	?	0	-15%	22%	2%	-6%	1%
CCC(C)(C)NC(=O)COc1ccc(OCc2ccccc2)cc1	6%	0%	13%	0	31%	5%	-1%	66%[activator]	-21%
O=S(=O)(c1ccccc1)N1CCC(n2nnc3cc(F)ccc32)CC1	-11%	-6%	1%	-4	-30%[2.33 µM]	9%	/	16%	1%
COc1ccc(CCNC(=O)C2CC(=O)N(CCc3ccc(C)cc3)C2)cc1OC (stereo not drawn)	-5%	-2%	-9%	5	72%[activator][59 µM]	-2%	-4%	26%	-18%
CCOc1nc(C)ccc1-c1noc(-c2ccccn2)n1	-17%	3%	8%	-2	-46%[59 µM]	10%	-2%	18%	3%
CC12CCC(C(=O)N3CCN(C(c4ccccc4)c4ccccc4)CC3)(OC1=O)C2(C)C (stereo not drawn)	-31%	6%	-5%	-2	-30%[59 µM]	1%	-2%	5%	-8%
CN(C1CCCC1)C1CCN(C(=O)CNC(=O)/C=C/c2cccc(C(F)(F)F)c2)CC1	-8%	0%	-15%	-7	?	12%	-1%	24%	4%
Cc1nnc(SCc2ccc(CC(=O)O)cc2)o1	-14%	0%	0%	2	-7%[59 µM]	0%	i	42%[activator]	-13%
COc1cc(/C=N/N2C(C)CCCC2C)cc(OC)c1O (stereo not drawn)	-28%	7%	8%	0	?	24%	/	3%	-15%
CC(O)[C@H]1CC[C@H]2[C@@H]3CC[C@H]4C[C@H](O)CC[C@]4(C)[C@H]3[C@H](O)C[C@]12C (stereo partly drawn)	-34%	-3%	13%	0	19%[12.7 µM]	4%	7%	4%	-11%
CC1(C)Nc2ccccc2N(Cc2ccc([N+](=O)[O-])cc2)C1=O	-32%	0%	-34%	4	?	6%	1%	-2%	2%
CC(=O)Nc1cccc(NC(=O)CSc2nc(C)c(C)c(C)c2C#N)c1	-7%	4%	15%	-6	10µM*	14%	-4%	16%	-15%
C[n+]1ccccc1/C=C/c1cc(Br)ccc1O	-22%	5%	-20%	1	22%[2.33 µM]	21%	i	27%	7%
Cn1c(CC(=O)Nc2cccc(Cl)c2Cl)nnc1SCC(=O)NC1=NCCS1	-5%	-2%	-20%	1	16%	-11%	-5%	14%	-3%
COc1ccc(NC(=O)CSc2cn[nH]n2)cc1OC	-4%	-2%	3%	-1	35µM*	0%	-5%	33%	-14%
COC(=O)CNC(=O)C1CCN(C(=O)OCc2ccccc2)CC1	-10%	6%	-1%	-2	24%[59 µM]	2%	i	8%	-7%
CON(C)C(=O)/C=C/CCCCNC(=O)OC(C)(C)C	-9%	-7%	/	-6	/	0%	-4%	33%	8%
Fc1ccc(-c2nc(-c3cnccn3)no2)c(Cl)c1	-15%	-3%	-4%	-3	16%	0%	-4%	13%	-3%
CCOC(=O)c1c(NC(=O)COc2ccccc2)sc(C(C)=O)c1C	-1%	0%	5%	-2	13µM*	7%	-2%	?	-3%
CN(CCO)CC(O)Cn1cnc2c1c(=O)n(C)c(=O)n2C (stereo not drawn) (tested in a mixture with another compound)	-6%	6%	3%	1	?	2%&15%	9%	34%	-21%
O=C(NCC1CCCO1)C(c1cccs1)N(C(=O)c1ccc(CN2CCOCC2)o1)c1ccc(Cl)cc1 (stereo not drawn)	-3%	0%	10%	0	-1%[59 µM]	7%	0%	6%	-15%
O=C(O)c1cccc(-c2ccc(/C=N/Nc3ccc([N+](=O)[O-])cc3)o2)c1	-27%	?	45µM*	-4	/	?	-3%	-21%	?
CN(C)C(=O)COC(=O)c1ccccc1Sc1ccccc1C#N	-15%	0%	-12%	-3	-3%	-1%	-5%	53%[activator]	-1%
CCC(CC)n1c(C)cc(=O)n1C(CC)CC	-8%	0%	/	4	/	0%	0%	40%[activator]	-23%
CCCc1ccc2oc(C(=O)N3CCC(COC)C3)c(C)c2c1 (stereo not drawn)	4%	5%	-1%	-4	/	-7%	-6%	25%	-12%
C=CCNC(=O)c1ccc2c(=O)n(Cc3ccccc3OC)c(=S)[nH]c2c1	-8%	0%	11%	4	-1%	12%	-1%	49%[activator]	-5%
CC(C)CO/C(=N/S(=O)(=O)c1ccccc1)c1ccccc1	14%	-5%	7%	-1	65%[activator]	23%	-11%	57%[activator]	-1%
CC(=O)c1ccc(NS(=O)(=O)c2ccc(Br)s2)cc1	3%	7%	0%	2	1%[59 µM]	1%	0%	43%[activator]	-9%
CC(NC(=O)C1CCN(C(=O)[C@@H]2Cc3ccccc3CN2C(=O)OC(C)(C)C)CC1)c1ccccc1 (stereo partly drawn)	-8%	-8%	?	0	3%	-1%	3%	30%	2%
O=C(CSc1nc2ccccc2c(=O)n1-c1ccccc1)NCc1ccco1	-21%	-5%	?	0	-40%	5%	-5%	1%	-13%
CC(=O)C1=C(c2ccc(F)cc2)N(C(C)=O)n2c(nnc2C2CCCCC2)S1	9%	9%	0%	0	1%[59 µM]	5%	-2%	36%	5%
CCOC(=O)C(Oc1ccc(=O)n(-c2ccccc2)n1)C(C)=O (stereo not drawn)	3%	-6%	3%	2	11%	-10%	/	30%	-10%
CCOc1ccccc1NC(=O)CCn1nc(C)c(S(=O)(=O)N2CCCCC2)c1C	-26%&-11%	2%&1%	-5%[57.1 µM]	5&-6	17%	0%&11%	-10%&0%	51%&22%[activator]	-13%&-8%
O=C(O)c1cccc(Nc2ncnc3sccc23)c1	-6%	-1%	-14%	-1	40µM*	-1%	-5%	33%[activator]	-3%
O=C(CCn1c(=O)oc2ccccc21)Nc1cccc([N+](=O)[O-])c1	-8%	16%	-5%	0	18%	-6%	-8%	20%	-4%
CN(C(=O)c1ccc2c(c1)S(=O)(=O)N=C1CCCCCN12)c1ccccc1	-9%	1%	9%	-2	-50%	1%	-7%	29%	0%
Cc1c(C(=O)N2CCc3ccccc3C2)oc2ccccc12	46%[activator]	-9%	17%	1	31%	0%	5%	79%[activator]	0%
